HKDC1 inhibitor – inhibitors of human hexokinase HKDC1 | inhibition, % at 20 µM | recombinant HKDC1, G6PDH/diaphorase resazurin coupled fluorescence | Q2TB90 | actives 0.16% (n = 340,000);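 active = inhibition above about 35% when tested at 20 µM, limit read from the data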;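 also: plate controls were DMSO wells with enzyme for no effect and DMSO wells lacking enzyme for full effect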
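Assay system: recombinant HKDC1 hexokinase; detection: coupled resazurin fluorescence, excitation 525 nm, emission 613 nm; benchmarks: DMSO-plus-enzyme-mix negative control, buffer-substituted positive control; compound dosing: single 20 µM dose; schedule: 90 min at room temperature in dark; also added: glucose plus 1 mM ATP as hexokinase substrates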
SENP8 block – inhibitors of human SENP8 protease. actives 1.2% (n = 330,000). AID 2540. purified SENP8, Z-RLRGG-aminoluciferin cleavage, luminescence. inhibition, % at 10 µM. Q96LD8
Apaf-1 inh – human Apaf-1 inhibition. O14727. reconstituted apoptosome caspase-3 activity, DEVD-Rh110 fluorescence. inhibition, % at 20 µM. actives 0.71% (n = 330,000); active = inhibition of at least 40% at 20 µM;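 also: plate controls were DMSO wells for no effect and DEVD-CHO caspase inhibitor wells for full effect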
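System: reconstituted apoptosome with Apaf-1, cytochrome c, caspase-9, procaspase-3, dATP; Signal: Rh110 fluorescence intensity; Schedule: 30 min compound preincubation, 50 min activation, room temperature; Reagent: cytochrome c trigger plus (Z-DEVD)2-Rh110 caspase-3 substrate.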
Gli-Sufu antag – antagonists of Gli-Sufu signaling; Sufu-KO-LIGHT fibroblasts, Gli luciferase reporter luminescence; actives 0.74% (n = 340,000); inhibition, % at 5 µM;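 active = inhibition above about 55%, limit read from the data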;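 also: 0% = DMSO-treated cells and 100% = wells with medium but no cells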
697 NFkB inh – inhibitors of the PMA/ionomycin-induced NF-kB reporter in 697 B cells. 697 B-cell NF-kB luciferase reporter, 16 h. actives 0.33% (n = 330,000). inhibition, % at 4 µM; in the data active = inhibition above about 35%
SENP7 inh – SENP7 protease inhibition. inhibition, % at 5 µM. Q9BQF6. AID 434973. actives 1.5% (n = 330,000). recombinant SENP7, Z-RLRGG-aminoluciferin luminescence, 40 min;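 active = inhibition above about 50% at the single test dose, limit read from the data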;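 also: plate controls were DMSO with enzyme for no effect and no enzyme buffer wells for full effect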
UBC13 polyUb – human UBC13 polyubiquitination inhibition; P61088; inhibition, % at 20 µM; UBC13 polyubiquitin chain formation, TR-FRET; actives 0.47% (n = 330,000); in the data active = inhibition above about 45%, passing the limit was not always enough
Jurkat NFkB inh – lowers PMA/ionomycin-induced NF-kB signal in Jurkat cells | PMA/ionomycin-induced NF-kB luciferase reporter, luminescence | inhibition, % at 4 µM | actives 0.53% (n = 330,000)
* = called active by the depositor; i = inactive; · = not tested or not shown; & = joins results of further samples. Rule as the data show it, unless noted: active = inhibition above about 50%; inactive = the rest. Compounds as they come, and some 3.6% of all compounds hit somewhere here.

SMILES	HKDC1 inhibitor	SENP8 block	Apaf-1 inh	Gli-Sufu antag	697 NFkB inh	SENP7 inh	UBC13 polyUb	Jurkat NFkB inh
COc1cccc(CCNC(=O)CC2C(=O)NCCN2Cc2ccc(C)o2)c1 (centres undefined)	9.1	-3.2	-3.2	6.4	-1.8	7.2	-3.1	-2.4
COc1ccc(S(=O)(=O)NCC(c2ccc3c(c2)OCO3)N2CCOCC2)cc1 (centres undefined)	-2.5	-0.2	6.1	-2.5	-2.0	8.0	-0.1	8.0
COc1cccc(C(=O)Nc2c(F)c(F)c(F)c(F)c2F)c1	-5.2	-5.6	11.1	1.4	-22.2	-8.9	-13.6	-7.2
C[C@@H]1CC[C@H](O)/C=C/C(=O)O[C@H](C)CC[C@H](O)/C=C/C(=O)O1	-1.7	2.0	-8.6	-4.0	8.4	3.5	-1.3	10.9
S=c1[nH]ccn1CCc1ccccc1	4.2	-0.6	7.1	-9.7	-24.4	4.9	-1.6	-22.6
COc1ccc(NC2=NC(=S)N(c3ccccc3C)C23CCCCC3)cc1	-1.2	-1.4	17.0	11.2	20.2	-3.0	13.8	4.1
CCOC(=O)CN1C(=O)N[C@@H](c2cccc(C(F)(F)F)c2)C(C(C)=O)=C1C	-1.7	-5.0	-2.4	5.8	5.7	-3.2	-3.4	-3.7
CC(=N)C1=C(O)CC(C)(C)CC1=O	-8.9	-0.3	-26.8	1.2	7.6	0.3	3.8	9.1
Cc1ccc(Cl)cc1NC(=O)COC(=O)C12CC3CC(CC(C3)C1)C2	0.4&-0.5	5.6&-0.9	31.8&17.1	7.7&-10.5	4.6&15.6	2.2&-7.8	-0.2&-2.4	4.3&15.3
C/C(=N\NC(=O)CNC(=O)c1cccnc1)c1cccc(O)c1	-4.2	8.8	-4.6	6.4	14.8	3.0	6.9	17.7
CC(=O)n1nc(-c2ccccc2)nc1NCc1ccc(F)cc1	-0.8	0.2	5.9	-9.9	-12.9	6.6	5.0	-9.2
COc1ccc2c(c1OC)C(=O)OC2CC(=O)c1ccc(O)cc1 (centres undefined)	2.6	-1.1	1.4	4.7	12.2	-1.2	-2.8	-1.2
CNc1ccc(Br)cc(C(=O)/C=C/c2ccc3c(c2)OCO3)c1=O	28.3	6.3	28.3	2.8	-10.4	3.2	-27.6	-17.2
O=S(=O)(c1ccc(F)cc1)N1CCCNCC1	-4.4	-3.4	-2.5	4.2	10.5	12.0	2.0	-4.5
COc1ccc(OC)c(NC(=O)COC(=O)c2nc(Cl)ccc2Cl)c1	-7.0	-3.5	0.5	3.3	-5.2	4.0	7.8	23.6
CN(C)S(=O)(=O)c1cccc(C(=O)OCC(=O)Nc2ccc3c(c2)OCCO3)c1	1.6	0.3	-6.8	-1.4	1.0	5.1	5.0	-11.7
O=C1CCCC(O)=C1Sc1cc(Cl)c(Cl)cc1Cl	1.2	3.4	-26.9	7.9	-19.4	-5.8	0.3	-11.6
Cc1cccc(CN2CCC(CNC(=O)Cn3ncc4c([nH]c5ccccc54)c3=O)CC2)c1	-5.7	0.9	-3.9	8.8	-9.9	-3.7	8.8	15.7
COc1ccc(/C(O)=C2\C(=O)C(=O)N(c3cc(C)on3)C2c2cccc(OC)c2OC)cc1C (centres undefined)	2.3	4.5	0.6	6.6	-4.9	0.0	-2.4	-0.7
COc1cccc(C(=O)N(C)CC(=O)Nc2cccc3ccccc23)c1	1.0	0.8	0.7	2.8	-11.1	9.3	i	-9.4
O=C(/C=C/c1ccc(Br)cc1)NC(=S)NNC(=O)c1ccco1	-14.6	-16.6	8.1	4.0	-77.4	-9.7	-27.3	-34.1
CC(C)Sc1nnc([C@@H]2CCCN2C(=O)OC(C)(C)C)o1	-1.9	-1.3	-11.3	5.2	-1.2	2.3	-2.9	-0.8
Cc1noc(C)c1COc1cccc(C(=O)NCCc2c[nH]c3ccccc23)c1	-1.8	-1.7	6.5	4.6	-23.9	4.3	7.4	38.1
O=C1OCCN1C(=O)[C@H]1[C@H](c2ccc(F)cc2)C(c2ccccc2)=NN1c1ccc(Br)cc1	21.9	·	12.4	-1.6	10.1	5.1	·	·
O=C(CSc1ccc2nnc(-c3cccnc3)n2n1)Nc1ccc(F)cc1	-4.2	-2.4	9.4	-4.8	-30.3	-2.9	-10.4	-6.1
O=C(C1CCCO1)N1CCN(C(=S)Nc2ccccc2Cl)CC1 (centres undefined)	-11.9	4.8	12.9	-7.1	-16.8	2.0	-10.6	-15.2
Oc1ccccc1C=NCCN=Cc1ccccc1O	-11.2	-1.4	-6.2	4.5	13.6	5.2	10.6	-9.8
O=C1CSC(=S)N1/N=C/c1ccc(Cl)c([N+](=O)[O-])c1	·	3.3	2.6	·	5.7	4.4	13.5	4.5
Cc1ccc(C(NC(=O)C(C)C)c2cc([N+](=O)[O-])c3cccnc3c2O)cc1 (centres undefined)	5.5	0.6	20.0	-8.9	-18.9	-4.7	-78.2	-1.0
O=[N+]([O-])c1ccc2c(c1Nc1ccccc1)=NC1(CCCCC1)N=2	17.5	-4.5	23.2	12.2	-2.4	6.9	-251.0	-8.5

Reprinted from the part before: 6 compounds; new compounds follow.
SMILES	HKDC1 inhibitor	SENP8 block	Apaf-1 inh	Gli-Sufu antag	697 NFkB inh	SENP7 inh	UBC13 polyUb	Jurkat NFkB inh
O=C(CSc1ccc2nnc(-c3cccnc3)n2n1)Nc1ccc(F)cc1	-4.2	-2.4	9.4	-4.8	-30.3	-2.9	-10.4	-6.1
O=C(C1CCCO1)N1CCN(C(=S)Nc2ccccc2Cl)CC1 (centres undefined)	-11.9	4.8	12.9	-7.1	-16.8	2.0	-10.6	-15.2
Oc1ccccc1C=NCCN=Cc1ccccc1O	-11.2	-1.4	-6.2	4.5	13.6	5.2	10.6	-9.8
O=C1CSC(=S)N1/N=C/c1ccc(Cl)c([N+](=O)[O-])c1	·	3.3	2.6	·	5.7	4.4	13.5	4.5
Cc1ccc(C(NC(=O)C(C)C)c2cc([N+](=O)[O-])c3cccnc3c2O)cc1 (centres undefined)	5.5	0.6	20.0	-8.9	-18.9	-4.7	-78.2	-1.0
O=[N+]([O-])c1ccc2c(c1Nc1ccccc1)=NC1(CCCCC1)N=2	17.5	-4.5	23.2	12.2	-2.4	6.9	-251.0	-8.5
Nc1ccc(C(=O)NC23CC4CC(CC(C4)C2)C3)cc1	-1.7	-4.3	-5.4	-10.5	-1.0	-3.4	2.0	0.4
COc1ccc(NS(=O)(=O)c2cc(N)ccc2N2CCCCC2)cc1	-0.7	-10.7	13.7	5.5	13.0	-4.1	-2.9	3.7
CC(=O)c1ccc(S(=O)(=O)NCc2ccc(C(=O)N(C)CC(=O)Nc3cccc(F)c3)cc2)cc1	-7.2	0.3	12.3	-3.0	7.8	-5.1	8.5	2.1
Cc1c(C(=O)O)oc2c3c(ccc12)OCCO3	5.3	3.7	-10.6	-22.2	13.9	-4.2	-0.8	-2.6
N/C(=N\OC(=O)c1cc(Cl)ccc1Cl)c1cccnc1	-5.4	-10.4	-2.0	-27.5	-72.2	-0.5	13.0	-39.3
COc1ccc2c(c1)c1nnc(SC)nc1n2C	0.0	5.1	6.7	12.8	-20.3	2.5	-12.4	-25.9
CCOC(=O)c1ccc2nc(NC(=O)c3cccs3)sc2c1	-0.5	91.7*	-0.3	-11.5	-200.3	96.5*	2.2	-60.5
Cc1nc(N2CCN(C)CC2)c2c3c(sc2n1)CCCC3	-2.8	-1.2	2.1	6.1	-44.0	7.2	-1.8	-27.4
C/C(=N/NS(=O)(=O)c1ccc(Cl)cc1)c1cccc(NC(=O)c2ccncc2)c1	-3.9	4.8	11.1	4.7	15.6	1.3	-3.2	-13.2
CC(=O)c1c(C)nc2ccc([N+](=O)[O-])cc2c1-c1ccccc1	4.1	0.9	8.4	19.7	9.2	-9.6	-5.1	-8.3
Cc1ccc(CNC(=O)CSc2ccc(-c3cccs3)nn2)cc1	-3.0	2.0	1.7	-14.1	19.4	5.6	-4.4	-8.6
Cc1ccc(C(NC(=O)CN2C(=O)NC3(CCCC3)C2=O)c2ccccc2)cc1 (centres undefined)	0.3	-17.5	12.8	3.1	13.8	-12.2	-6.8	-1.7
O=C(c1ccccc1)N1CCN(CC#CC2(O)CCCCC2)CC1	-7.6	-3.9	2.2	-1.1	-0.6	-7.8	2.1	-3.7
Cc1cccc(C(=O)NNC(=O)c2cc3cc4ccccc4nc3s2)c1	-12.1	2.0	-17.2	0.2	18.5	1.6	-2.7	5.6
CCOC(=O)Cn1cc(/C=C(\C#N)C(=O)N2CCOCC2)c2ccccc21	1.4	2.9	-8.4	-1.0	-12.1	-6.6	-5.4	-5.0
O=C(Nc1nc(N2C(=O)c3ccccc3C2=O)n(-c2ccccc2)n1)c1ccc(F)cc1	-3.8	-1.5	-3.2	-1.6	21.7	0.8	-3.6	4.7
Cn1c(SCc2ccccn2)nnc1-c1ccccc1	13.3	4.9	1.5	-14.6	8.9	11.4	-3.2	-1.1
COc1ccc(C(=O)c2ccc(N3CCN(C(=O)c4ccc(F)cc4)CC3)c(F)c2)cc1Br	1.1	6.7	16.2	-9.6	-24.7	5.3	32.6	4.7
O=C(NCc1ccccc1Cl)c1ccc2c(=O)n(CCCN3CCCC3=O)c(=S)[nH]c2c1	-6.0	8.4	5.1	6.8	20.4	-3.4	34.9	2.0
O=C(O)CCc1ccc(-c2ccc(F)cc2)n1CC(=O)O	-4.4	-11.6	3.8	12.0	1.6	-7.8	-6.2	-10.1
CC(/C=C/c1ccco1)=N/NC(=O)Cc1cccs1	4.6	4.7	-4.8	-2.3	4.2	4.8	-2.0	5.0
Cc1ccc(NS(=O)(=O)c2cccc(C(=O)NNC(=O)NC3CCCCC3)c2)c(C)c1	8.4	5.1	9.4	-6.4	-2.3	10.3	3.7	6.1
CN(Cc1cccs1)C(=O)c1ccc(Cl)c(S(=O)(=O)N2CCCCCC2)c1	-3.7	3.2	10.6	5.1	15.9	5.7	2.0	5.3
CC1CCCCN1C(=O)C1CC(c2ccc(F)cc2)=NO1 (centres undefined)	-11.4	-10.9	-4.0	-36.0	-68.5	-6.0	-5.4	-65.8
COC(=O)NC(Nc1sc2c(c1C(N)=O)CCCC2)(C(=O)OC)C(F)(F)F (centres undefined)	6.2	1.5	-2.8	26.8	10.4	3.0	-4.5	11.1
Cc1cc(C(=O)Nc2ccc(OCc3ccccc3)cc2)c(C)o1	0.7	94.1*	1.1	-2.7	-11.0	99.5*	3.5	-29.2
Cc1nc(-c2ccc(C(=O)N3CCOCC3)cc2)cs1	-3.2	-10.8	-3.4	-1.5	-0.6	-9.9	12.4	-7.0
COC(CN(C(=O)CCl)C(C(=O)NC1CCCC(C)C1C)c1ccc(C)cc1)OC (centres undefined)	-7.8	-0.7	2.8	-12.5	-3.2	-9.1	8.5	2.2
CCOC(=O)c1sc(=NC(=O)c2ccco2)n(C)c1C	-1.3	4.4	-10.9	-30.2	-37.7	1.9	20.1	-54.0
Cc1ccc(NC(=S)N(CCN(C)C)C(C)c2ccco2)c(C)c1 (centres undefined)	-4.4	6.8	-3.3	8.1	3.5	1.8	1.9	-6.7

Source: PubChem
